# P. falciparum M17LAP = P. falciparum M17LAP inhibitors, primary screen, biochemical, fluorogenic H-Leu-NHMec substrate, 1536-well (AID 1619); recombinant M17LAP, H-Leu-NHMec fluorogenic kinetic assay; higher % means a stronger effect; one-dose inhibition, % at 30 µM; IC50 in µM for titrated hits; hit rate 0.38% among 220,000;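 active = compound inhibiting the enzyme by more than half at any dose during confirmatory dose-response retesting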;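 also: plate controls were full reaction with DMSO carrier for no effect and no enzyme background for full effect; strong numbers were not always called active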
# P. falciparum M1AAP = malaria alanyl aminopeptidase activity blockers – biochemical, fluorogenic H-Leu-NHMec substrate, 1536-well (AID 1445); hit rate 0.42% among 220,000; recombinant M1AAP, H-Leu-NHMec fluorogenic kinetic assay; higher % means a stronger effect; one-dose inhibition, % at 30 µM; IC50 in µM for titrated hits;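 active = primary inhibition above the hit cutoff, then over 50% inhibition at one or more dose response concentrations, cut at about 23% in these data, passing the limit was not always enough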;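 also: plate controls were DMSO full reaction for no effect and no enzyme background for full effect; strong numbers were not always called active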
# Autophagy mod = alters autophagy in cells; MEF GFP-LC3 puncta imaging; test concentration mostly 10 µM; calls only at 10 µM (by protocol); hit rate 0.98% among 190,000;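 active = percentage of spot-positive cells more than 3 SD above its plate mean, without a fluorescence outlier flag or 80% toxicity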;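 also: spot-positive cell cutoff set from DMSO-treated cells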
# Dynein transport = dynein cargo transport inhibition. z-score, hits read low. 3617.4 mouse cells, GR-EGFP nuclear translocation imaging; test concentration mostly 20 µM; stimulated with dexamethasone, 1 µM; hits give low values. hit rate 0.47% among 220,000;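 active = plate z-score of nuclear minus cytoplasmic receptor signal below a set negative limit, without overly bright fluorescence or cell loss, cut at about -3.5 in these data, passing the limit was not always enough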;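 also: z-score of nuclear minus cytoplasmic ring GR-EGFP intensity difference per well; some compounds called inactive have numbers as strong as hits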
#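 Buffer or medium: tet-free, stripped-serum medium; Also added: dexamethasone, 1.0 µM final; Technique: high-content fluorescence imaging after fixation; Times: 48 h induction, 1 h compound, 30 min dex at 37 °C; Read-out: per-cell GR-EGFP intensity, nucleus versus surrounding cytoplasmic ring, well-averaged.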
# Yfh1-depleted yeast = enhancers of respiration in Yfh1-depleted yeast, dose response, Friedreich's ataxia, plus single-dose screen (AID 1465); hit rate 0.074% among 220,000; fold induction at 50 µM; hits with a dose series show EC50 in µM; S. cerevisiae Yfh1-off respiration, WST-1 reduction, 72 h; higher fold induction means a stronger effect;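 active = fold induction of absorbance versus untreated yeast above a set limit, then at least 30% activation at any dose in follow-up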;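 also: activators that raise dye reduction in frataxin-depleted yeast; strong numbers were not always called active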
# bCat nuc transl = modulators of beta-catenin nuclear translocation; HeLa beta-catenin nuclear translocation, immunofluorescence imaging; nuclear translocation activity, % at 5 µM; hit rate 0.3% among 190,000; AID 1665;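 active = nuclear translocation activity above 50% at 5 µM, with a well cell count of 50 or more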;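 also: per-cell ratio of nuclear to cytoplasmic median beta-catenin stain intensity; plate controls were DMSO negative control for no effect and GSK-3 inhibitor IX positive control for full effect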
#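 System: Human HeLa cells, endogenous beta-catenin | Compound dosing: 5 µM primary, 0.02–20 µM confirmation | Timing: 24 h compound exposure at 37°C, 5% CO2 | Measured by: Fluorescence imaging of beta-catenin antibody stain plus DAPI | Read-out basis: % activation of per-cell nuclear versus cytoplasmic median beta-catenin signal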
# T cell HTS = T cell immune modulation candidate; 2C CD8+ T cell-vesicle binding, flow cytometry; hits give low values; calls only at 7 µM; hit rate 0.068% among 330,000;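 active = response, share of CD8 T cells binding vesicles, and their 90th percentile fluorescence all below set limits, cut at about 80% in these data, passing the limit was not always enough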
#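 Assay system: 2C TCR transgenic mouse naive CD8+ T cells, MACS-purified | Read-out: CD8+ gate FL2 mean fluorescence as % of same-row positive control | Signal: High-throughput flow cytometry with anti-B7-1 and anti-CD8 staining | Timing: Binding step 1.5 h, 37 °C, antibody labelling 20 min, ice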
# MT stabilizer = stabilizes microtubules in HeLa cells | HeLa tubulin immunostaining HCS, 24 h; share of cells brighter than vehicle mean+2SD | % tubulin-high responders, % at 10 µM | hit rate 0.83% among 200,000 | AID 2205;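 active = plate Z-score above 3 for both tubulin-high and condensed-nucleus cell shares, with cell loss under 80%, at 10 µM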;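 also: anti alpha tubulin signal scored within the nucleus-defined area of each cell; some results filed as inactive read as strong as hits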
# WT yeast gro inh = growth inhibition of WT yeast, mitochondrial fusion screen. mitochondrial fusion phenotypic screen, WT strain. hit rate 2.1% among 190,000. inhibition, % at 10 µM; in the data active = inhibition above about 58%; tested in S. cerevisiae
# WT yeast gro inh mutant strain = also measured in WT yeast gro inh; calls as there; inhibition, %; mitochondrial fusion phenotypic screen, mutant strain inhibition
# Dynein transport cytoplasmic EGFP = also measured in Dynein transport; calls as there; z-score; measured here: cytoplasmic GR-EGFP intensity; hits give high values
# Dynein transport nuclear GR-EGFP = further read-out of Dynein transport, marked with its call; z-score; measured here: nuclear GR-EGFP intensity;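 lower value marks the stronger effect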
# Dynein transport cell count = also measured in Dynein transport; calls as there; z-score; measured here: cell count per field
# bCat nuc transl cell count 5 µM = also measured in bCat nuc transl; calls as there; cell count; measured here: cell count, cytotoxicity flag
# T cell HTS vesicle-bound % = also measured in T cell HTS; calls as there; double positive events, %; measured here: CD8+ vesicle-bound cell fraction;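 binding gate set so that unloaded-vesicle control wells show 10% double positive cells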
# MT stabilizer Hoechst-high % = also measured in MT stabilizer; calls as there; % Hoechst-high responders; measured here: nuclear condensation Hoechst responders;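 share of cells brighter than vehicle mean plus two SD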
# MT stabilizer cytotoxicity % = also measured in MT stabilizer; calls as there; toxicity, %; measured here: cytotoxicity by cell density;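 0% = mean cell density of plate MIN control wells and 100% = no cells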
# Autophagy mod cell loss 18 h = recorded beside Autophagy mod, whose call it bears; toxicity, %; measured here: cell loss, nuclei count;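 cell loss after 18 h compound exposure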
# Active calls of the source: *; i = inactive; . = no result given; + = active, no number.
Compound	P. falciparum M17LAP	P. falciparum M1AAP	Autophagy mod	Autophagy mod cell loss 18 h	Dynein transport	Dynein transport cytoplasmic EGFP	Dynein transport nuclear GR-EGFP	Dynein transport cell count	Yfh1-depleted yeast	bCat nuc transl	bCat nuc transl cell count 5 µM	T cell HTS	T cell HTS vesicle-bound %	MT stabilizer	MT stabilizer Hoechst-high %	MT stabilizer cytotoxicity %	WT yeast gro inh	WT yeast gro inh mutant strain
Cc1nc2ccc(CCO)cc2s1	10%	-1%	i	-4	2.6	0.018	1.7	-2.4	i	-2.1	1211	i	24	4.2	1.6	4.5	17	-8
COC(=O)N/N=C/c1ccc(OS(=O)(=O)c2ccc(C)cc2)c(OC)c1	21%	2%	i	-4	-0.57	-0.039	0.11	-0.44	i	0.4	1086	i	21	2.8	2.3	4.1	-7	-17
O=[N+]([O-])c1ccc2c(c1)/C(=N\O)c1ccccc1-2	2%	1%	.	.	-1	-0.27	0.24	0.29	i	1.4	1311	i	32	.	.	.	.	.
CCCc1[nH]n(-c2nc3ccccc3s2)c(=O)c1C=NCC1CCCO1 (stereo unspecified)	15%	4%	i	-6	5.3	-0.079	2.5	-1.9	i	-8.3	928	i	35	4.2	3.2	4.4	1	9
CCCOc1ccc(/C(O)=C2/C(=O)C(=O)N(CCN(C)C)C2c2ccco2)cc1 (stereo unspecified)	25%	-2%	i	-12	0.073	-0.14	0.4	-1.4	i	.	.	i	42	3.5	3.1	4.8	-2	5
COc1ccc2c(C)nc(N/C(N)=N/S(=O)(=O)c3ccc(C)cc3)nc2c1	10%	13%	i	8	-0.24	-0.21	-0.35	0.35	i	0.9	1501	i	45	3.2	3.4	0.9	35	-7
O=C(CCC(=O)OCC(=O)c1ccc(Br)cc1)Nc1cccc2cccnc12	5%	-5%	i	-4	0.027	-0.21	-0.13	-0.22	i	0.5	1401	i	53	1.1	2.0	8.5	19	4
Cc1ccccc1OCc1nc2ccccc2c(=O)n1N	-10%	3%	i	3	-0.28	-0.18	-0.32	-0.27	i	.	.	i	35	2.3	1.9	3.8	-12	20
COc1ccccc1-c1cc(=O)c2c(O)ccc([N+](=O)[O-])c2o1	7%	5%	.	.	-1	-0.83	-0.52	0.87	i	0.8	1212	i	28	.	.	.	.	.
O=C(Nc1ccc(Cl)c(Cl)c1)Nc1nc(-c2ccccc2)cs1	-13%	-2%	i	0	-0.14	-0.024	-0.013	-0.62	i	-0.6	977	i	48	6.3	1.0	1.8	15	-1
N#Cc1ccccc1Sc1ccccc1C(=O)OCC(N)=O	5%	1%	i	10	-0.39	-0.34	0.076	0.36	i	-0.2	1039	i	38	3.7	1.9	7.0	-5	7
COc1ccc(CNC(=S)Nc2ccccc2-c2ccccc2)cc1	-6%	8%	i	1	0.8	-0.35	0.67	-0.019	i	0.2	1062	i	18	5.5	2.6	9.6	48	48
CS(=O)(=O)N1CCN(c2ccccc2NC(=S)NC(=O)c2cccs2)CC1	14%	13%	i	-7	1.6	0.055	2	-2.2	i	6.6	821	i	46	1.5	0.9	0.7	17	5
CC(C)C12CN3CC(C(C)C)(CN(C1)C3(C)C)C2=O	13%	6%	i	-23	-0.42	-0.25	-0.013	0.41	i	0.6	946	i	22	2.8	2.4	3.7	4	10
COc1cccc(OCC(=O)NNC(=O)C(=O)N2CCCC2)c1	9%	0%	i	-6	-0.88	-0.31	-0.81	1.3	i	-2.2	556	i	42	3.2	3.1	0.7	-11	5
CCCC(C)C(=O)Nc1ccc(S(=O)(=O)Nc2nccs2)cc1 (stereo unspecified)	-2%	7%	i	17	-0.55	-0.24	-0.59	0.63	i	0.9	1528	i	37	3.0	2.5	4.6	-1	8
CC1=C(C#N)c2nc(N)c(C#N)c(C)c2/C1=C\c1ccc(C)cc1	14%	7%	+	78*	1.8	4.1	1.1	-5	i	-0.5	1360	i	25	3.3	0.9	5.6	4	-7
CC(C)=C(NC(=O)c1ccccc1)C(N)=O	12%	3%	.	.	-1	0.28	-0.44	0.95	i	0.9	1411	i	42	.	.	.	.	.
Cc1[nH]c2ccccc2c1Cc1nnc(SCC(=O)NCc2ccco2)o1	-3%	10%	i	6	-0.47	-0.13	0.096	-0.22	i	-0.9	1097	i	45	2.3	2.5	7.2	2	6
Cc1ccccc1OCC(O)Cn1c(Br)nc2c1c(=O)[nH]c(=O)n2C (stereo unspecified)	12%	4%	i	25	-1.3	-0.033	-0.88	-0.83	i	-3.8	1072	i	4	2.5	2.5	7.1	-8	-22

# Continuation:
Compound	P. falciparum M17LAP	P. falciparum M1AAP	Autophagy mod	Autophagy mod cell loss 18 h	Dynein transport	Dynein transport cytoplasmic EGFP	Dynein transport nuclear GR-EGFP	Dynein transport cell count	Yfh1-depleted yeast	bCat nuc transl	bCat nuc transl cell count 5 µM	T cell HTS	T cell HTS vesicle-bound %	MT stabilizer	MT stabilizer Hoechst-high %	MT stabilizer cytotoxicity %	WT yeast gro inh	WT yeast gro inh mutant strain
S=C(Nc1ccc2nccnc2c1)N1CCOCC1	5%	4%	i	-2	-1.4	-0.37	-0.54	1.3	i	-0.5	978	i	47	3.3	1.6	3.6	-6	-6
O=C(O)C1C2C=CC(C3CC23)C1C(=O)N1CCc2ccccc21 (stereo unspecified)	13%	7%	i	0	-1.1	-0.21	-0.33	0.12	i	0.7	1322	i	21	3.5	1.8	7.1	9	4
CCCN(CCC)C(C(=O)Nc1cccc(OC)c1)c1ccccc1 (stereo unspecified)	7%	1%	i	8	-0.36	-0.28	0.21	0.48	i	-3.2	709	i	36	3.3	2.0	6.5	9	0
Cc1cc(C)nc(NC(=O)c2ccc(OC(C)C)cc2)n1	6%	-1%	i	8	2.7	0.35	1.9	-2.1	i	-3.3	1197	i	30	0.8	0.7	9.2	2	2
Cc1ccc(S(=O)(=O)CCN2C=CC(C(F)(F)F)=NCC2)cc1	4%	-4%	.	.	0.053	0.14	-0.12	-0.33	i	-3.9	1116	i	16	.	.	.	.	.

# Assay outcomes (PubChem BioAssay)
